# Assay outcomes (PubChem BioAssay)
# KCNH2 3.1 inh – qHTS for Inhibitors of KCHN2 3.1: Mutant qHTS; Potassium voltage-gated channel subfamily H member 2, brain isoform KCNH2 3.1 (human); activity change, % (tested at about 1.8 µM); U2OS KCNH2 3.1, thallium flux FluxOr; active compounds read low; hit rate 0.95% among 340,000;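 active = maximum activity change below -70%; inconclusive = maximum activity change from -70% to -50%; inactive = maximum activity change above -50%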;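 note: thallium influx rate constant from kinetic fluorescence after stimulation buffer; % is set by controls: 0 for no effect and ±100 for the full control effect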
#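 Normalized rate constant (relative to positive and negative DMSO controls) derived from a 2 min kinetic fluorescence read after stimulation; U2OS cells expressing the 3.1 isoform via virus at 1.77 x 10^8 /mL.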
# Mito fusion act – qHTS Assay for Small Molecule Inhibitors of Mitochondrial Division or Activators of Mitochondrial Fusion. S. cerevisiae fusion-defective mutant growth rescue, CellTiterGlo 48 h. Potency, µM (doses to about 46.1 µM), without a hit: at the highest dose growth rescue (activation), most hits filed as activators. hit rate 0.23% among 320,000;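 note: potency is the fitted concentration of half-maximal effect; % of control where 0% means no effect; nearly all actives have a fitted effect of over 45% in size; temperature-sensitive fusion mutants such as fzo1-1 at 37 °C on non-fermentable ethanol glycerol medium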
#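 Yeast fusion mutant, YPEG (non-fermentable carbon), compound, 48 h at 37C non-permissive; CellTiterGlo added, 10 min RT, luminescence read. Rescued growth = division inhibition.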
# ELG1 DNA repair – qHTS screen for small molecules that inhibit ELG1-dependent DNA repair in human embryonic kidney (HEK293T) cells expressing luciferase-tagged ELG1. HEK293T ELG1-luciferase reporter, luminescence, 16 h; DNA damage induced by 5-fluorouridine. Potency, µM (top dose mostly 46.1 µM), for the others: at the top dose activity change, negative = inhibition, most hits filed as inhibitors. hit rate 2.3% among 330,000. AID 504467, 2011; note: potency is the fitted concentration of half-maximal effect; % is set by controls: 0 for no effect and ±100 for the full control effect; nearly all actives have a fitted effect of over 55% in size
#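 DMSO vehicle served as the neutral condition. Each well held 2,000 cells given 5-fluorouridine plus compound; after 16 hr at 37 °C/5% CO2, ONE-Glo was added and luciferase measured 30 min later.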
# TCR act – Activators of T cell receptors: qHTS campaign | primary human leukocytes, anti-CD3, IL-2 HTRF, 48 h | Potency, µM (series often up to 9.22 µM), for inactives: at the top dose activation of IL-2 secretion, actives largely listed as activators | 330,000 tested, under 10 active; note: % of control where 0% means no effect
#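 Readout: HTRF IL-2, Eu-cryptate/d2 antibody pair, 320nm excitation, 665nm emission. Stimulus: a-CD3 beads, no co-stimulation. Cells: primary human leukocytes. Exposure: 48 hr with compound.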
# TSHR antagonist – Antagonists of the Thyroid Stimulating Hormone Receptor: HTS campaign; TSHR-expressing cells, TSH-stimulated cAMP HTRF, 2 h; active compounds read low; hit rate 0.2% among 330,000; AID 504810, 2011; Thyrotropin receptor (Homo sapiens), P16473; activity change, negative = inhibition, % at 11.5 µM;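 active = activity change below a set negative limit, meaning inhibition stronger than a set level, cut at about -70% in these data; inconclusive = activity change between two set negative limits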; note: % is set by controls: 0 for no effect and ±100 for the full control effect
#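 TSHR-expressing cells, 200/well, pre-treated with compound, then stimulated with EC80 TSH (4nM final) for 2 hours at 37 deg C. cAMP measured by competitive HTRF: anti-cAMP cryptate antibody in lysis buffer plus cAMP-d2, read after 30 minutes at room temperature.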
# AT treatment – qHTS Assay for Identifying a Potential Treatment of Ataxia-Telangiectasia; […] A-T fibroblasts, KAP-1 phosphorylation AlphaLISA; neocarzinostatin DNA damage 30 min before lysis; Potency, µM (series often up to 57.5 µM), without a hit: top-dose activation, actives largely listed as activators; hit rate 0.19% among 320,000; AID 485349, 2010; note: potency is the fitted concentration of half-maximal effect; % of control where 0% means no effect; nearly all actives have a fitted effect of over 45% in size
#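 ATM-like activity read as KAP-1 phosphorylation via AlphaLISA donor/acceptor antibody pairs after lysis and 6 hr at 25C. Cells were ATM-null patient fibroblasts ([…], hTERT), dosed 60 min, then exposed to the DSB inducer NCS for 30 min.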
# Eya2 inh – qHTS Assay for Inhibitors of the Phosphatase Activity of Eya2. Protein phosphatase EYA2 (Homo sapiens), O00167. recombinant Eya2, OMFP fluorescence dephosphorylation (OMFP is methylfluorescein phosphate). Potency, µM (doses to about 76.9 µM), inactives show at the highest dose activity, negative = inhibition, usual class: inhibitors. hit rate 0.006% among 330,000. AID 488837, 2010; note: potency is the fitted concentration of half-maximal effect; % is set by controls: 0 for no effect and ±100 for the full control effect
#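 Eya2 (0.2 uM) preincubated 10 min at ambient with compound, then OMFP substrate added at 50 uM; 10 min reaction in 50 mM HEPES pH 7.5, 50 mM NaCl, 5 uM MgCl2, 0.05% BSA, 1 mM DTT. Fluorescence read at Ex 485/Em 525 nm.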
# TRPV1 agonist – HTS Assay for Compounds that Act as Agonists of the Vanilloid Receptor 1. hit rate 0.19% among 320,000. Transient receptor potential cation channel subfamily V member 1 (Homo sapiens), Q8NER1. TRPV1-expressing cells, Fluo-8 calcium influx, agonist mode. activation, % at 8.33 µM; in the data active = activation above about 80%; inconclusive = between about 30% and that limit; note: 0% is about no effect
#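 TRPV1-expressing cells were cultured overnight at 35.5C and loaded with Fluo-8 calcium dye for 40 to 90 min at room temperature. After a 10 s baseline, compound was added and calcium influx was read kinetically for 3 min (ex 480/em 520 nm).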
# USP2a inh – qHTS Assay for Inhibitors of Ubiquitin-specific Protease USP2a Using CHOP2 as the Reporter; USP2 core, Ub-CHOP2 coupled fluorogenic reporter, 485/531; Potency, µM (series often up to 38.3 µM), inactives show at the top dose activity change, negative = inhibition, most hits filed as inhibitors; hit rate 0.01% among 330,000;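 note: potency is the fitted concentration of half-maximal effect; plate controls were DMSO wells for no effect and full inhibition by NEM control for full effect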
#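 USP2 core (10nM final) preincubated 30min RT with compound in 20mM Tris-HCl pH 8.0, 2mM CaCl2, 2mM beta-mercaptoethanol, 0.05% CHAPS; 25nM Ub-CHOP2 plus 25nM reporter substrate added, fluorescence (Ex485/Em531) read after 60min.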
# hERG WT inh – qHTS for Inhibitors of KCHN2 3.1: Wildtype qHTS; Voltage-gated inwardly rectifying potassium channel KCNH2 (Homo sapiens), Q12809; activity change, % at 1.84 µM; U2OS, BacMam KCNH2, thallium flux FluxOr; active compounds read low; hit rate 0.37% among 340,000; AID 720551, 2013;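 active = maximum activity change below -70%; inconclusive = maximum activity change between -70% and -50%; inactive = maximum activity change above -50%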; note: % is set by controls: 0 for no effect and ±100 for the full control effect
# Target sequence (Q12809 whole entry, looked up): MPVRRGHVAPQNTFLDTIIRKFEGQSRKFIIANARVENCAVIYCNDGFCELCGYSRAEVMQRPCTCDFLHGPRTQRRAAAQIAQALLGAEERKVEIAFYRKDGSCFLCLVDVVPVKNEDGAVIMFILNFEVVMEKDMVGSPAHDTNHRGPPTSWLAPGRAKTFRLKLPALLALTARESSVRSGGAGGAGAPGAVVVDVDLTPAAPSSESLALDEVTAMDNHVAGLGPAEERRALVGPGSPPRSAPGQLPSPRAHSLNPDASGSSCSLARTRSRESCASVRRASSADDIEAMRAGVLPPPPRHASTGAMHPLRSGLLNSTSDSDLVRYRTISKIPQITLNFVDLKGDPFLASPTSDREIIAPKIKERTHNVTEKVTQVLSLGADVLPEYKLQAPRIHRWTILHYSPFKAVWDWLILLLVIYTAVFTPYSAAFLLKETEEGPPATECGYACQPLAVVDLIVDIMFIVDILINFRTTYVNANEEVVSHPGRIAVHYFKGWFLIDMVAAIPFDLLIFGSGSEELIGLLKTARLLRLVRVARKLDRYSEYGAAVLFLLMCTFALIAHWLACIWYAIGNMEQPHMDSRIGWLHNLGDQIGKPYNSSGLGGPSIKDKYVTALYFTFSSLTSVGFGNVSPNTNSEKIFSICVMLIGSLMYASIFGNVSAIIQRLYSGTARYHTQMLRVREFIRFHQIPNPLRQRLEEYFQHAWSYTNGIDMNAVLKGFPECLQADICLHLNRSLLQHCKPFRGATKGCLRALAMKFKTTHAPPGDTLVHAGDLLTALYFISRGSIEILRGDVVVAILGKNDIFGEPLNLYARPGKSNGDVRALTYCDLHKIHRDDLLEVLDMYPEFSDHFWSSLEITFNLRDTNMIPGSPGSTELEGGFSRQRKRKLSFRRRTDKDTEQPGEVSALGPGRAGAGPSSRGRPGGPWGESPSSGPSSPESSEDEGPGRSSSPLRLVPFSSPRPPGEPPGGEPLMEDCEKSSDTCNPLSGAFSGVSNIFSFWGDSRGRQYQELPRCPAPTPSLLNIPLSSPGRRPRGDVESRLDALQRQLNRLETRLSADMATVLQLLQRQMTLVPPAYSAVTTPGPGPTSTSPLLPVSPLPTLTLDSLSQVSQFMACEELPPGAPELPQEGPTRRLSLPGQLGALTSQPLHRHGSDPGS
#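 U2OS cells were transduced with wild-type KCNH2 virus (2.03 x 10^8 / mL) for 4 h at room temperature, then cultured overnight at 37 C. Thallium flux was read with FluxOr dye. Rate constants were normalized to DMSO controls.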
# * marks the source's active call; other numbers are inactive results; ? = inconclusive; / = not tested or not shown; [ ] = another dose, or the depositor's remark. Unless noted, calls come from the whole dose curve; as a rule, active = well fitted curve in the direction sought with a large enough effect; inconclusive = small, poorly fitted or top-dose-only effect, or another doubt; inactive = no such curve, though single readings can be large; an effect the other way counts as inactive or inconclusive. These rows are one share of the data, so the mix of outcomes need not match the whole.
SMILES,KCNH2 3.1 inh,Mito fusion act,ELG1 DNA repair,TCR act,TSHR antagonist,AT treatment,Eya2 inh,TRPV1 agonist,USP2a inh,hERG WT inh
Cc1ccccc1C(N)c1ccncc1 (stereo not drawn),-8,-1%,-4%,/,-12,3%,0%,1,2%,-6
Cc1ccccc1CN1CCN(CC(=O)NCc2ccccc2)CC1,-2,-1%,-11%,/,2,21%,3%,27,2%,-11
Cc1ccc(S(=O)(=O)c2cc(O)ccc2O)cc1C,5,-2%,?,5%,29,3%,0%,1,4%,-1
O=C(Cn1cc(C(F)(F)F)ccc1=O)Nc1ccc2c(c1)OCCO2,-5,/,0%,-8%,-1,5%,-8%,/,-1%,7
Cc1nn2c(NCCN3CCOCC3)c3c(nc2c1-c1ccccc1)CCCC3,0,17%,16µM*,8%,8,8%,1%,26,-7%,-3
CCOc1ccc(S(=O)(=O)NCCC(=O)NCc2cccnc2)cc1,-1,5%,12%,-4%,10,3%,6%,15,3%,32
O=C(COC(=O)CSc1nnc(-c2ccc(Cl)cc2)o1)Nc1cc(Cl)cc(Cl)c1,6,-9%,?,0%[46.1 µM],9,-5%,0%,8,0%,-9
COCc1c(Br)c(C)nc(OCC(=O)N/N=C/c2cc(C)n(-c3ccc([N+](=O)[O-])cc3)c2C)c1C#N,-6,-3%,-8%,5%[46.1 µM],0,-3%,3%,0,2%,2
Cc1c(F)cccc1NS(=O)(=O)c1ccc(OCCNS(C)(=O)=O)cc1,10,8%,?,0%,5,2%,-15%,0,2%,10
CN(C)S(=O)(=O)N1CCN(c2ccc([N+](=O)[O-])c(N3CCCCC3)c2)CC1,-3,10%,-19%,1%,1,-4%,-7%,2,1%,-1
CCn1c(C)nc2cc(C(=O)NNC(=S)Nc3ccccc3OC)ccc21,4,7%,?,-5%,-2,-6%,12%,/,0%,0
CC1NC(=S)N(Cc2ccccc2)C1=O (stereo not drawn),-9,-3%,12%,-1%,1,-2%,1%,-1,0%,-1
O=C(NC1CCCCCC1)c1cc2n(n1)C(C(F)(F)F)CC(c1ccco1)N2 (stereo not drawn),-8,1%,-1%,3%,1,-5%,0%[15.4 µM],10,5%,-2
Cc1cc(OCc2cc(C(=O)N(C)C(C)c3ccccn3)no2)cc(C)c1Cl (stereo not drawn),-10,10%,?,0%,-98*,8%,-8%,23,2%,-2
Brc1ccccc1Cn1c(-c2cscn2)nc2ccccc21,-2,?,-4%,2%,-15,/,21%,20,1%,7
COc1ccc(-c2c(-c3ccsc3)oc(=O)c3cc(OC)c(OC)cc23)cc1,20,?,?,-4%,-27,0%,6%,7,-1%,-8
O=C1C=CN(Cc2ccccc2)CC1,35,-4%,10%,9%,1,-13%,-1%,-1,10%,-10
O=C(CSc1nnc(-c2ccccc2O)o1)Oc1ccc(OCc2ccccc2)cc1,-1,7%,?,-1%,17,1%,8%,-1,-1%,-6
CC(=O)c1cccc(NC(=O)C(=O)Nc2cccc3ccccc23)c1,6,-6%,?,1%,-13,3%,2%,4,1%,-8
COc1cc(C(=O)NCc2nnc(SCC(=O)Nc3c(C)cc(C)cc3C)o2)cc(OC)c1OC,-22,-14%,-12%,4%,-1,6%,5%,1,2%,-4
O=C(CCCSc1nc(-c2ccco2)cc(C(F)(F)F)n1)Nc1ccc2c(c1)OCO2,0,-6%,/,-6%,/,/,/,-2,/,5
CCN(CC)C(=O)C(Sc1ccccc1)c1ccccc1 (stereo not drawn),0,2%,2%,0%,-8,3%,-2%,14,1%,-2
CC(C)C[C@@H](C(=O)NCc1ccco1)N1C(=O)N2CCc3c([nH]c4ccccc34)[C@@]2(C)C1=O,13,5%,0%,2%,-9,1%,-11%,4,0%,-5
COc1ccc(CCNC(=O)NC2CCCCC2)cc1,-21,2%,10%,-7%[46.1 µM],13,/,-4%,0,1%,-7
O=C(O)c1ccc(S(=O)(=O)Nc2ccc3c(c2)OCCO3)cc1,19,1%,-2%,-2%,17,-32%,3%,2,1%,-5
COc1ccc(-n2nc(C(=O)NCC(=O)N3CCN(Cc4ccc5c(c4)OCO5)CC3)c3ccccc3c2=O)cc1OC,-3,4%,?,6%,-13,-3%,-13%,?,4%,4
O=c1[nH]c2c(s1)C=Nc1ccccc1N2,-8,-5%,?,-2%,-5,3%,1%,4,?,0
Cn1c(=O)c2c(ncn2CC(=O)N/N=C/c2ccc(Br)s2)n(C)c1=O,6,-2%,1%,1%[46.1 µM],-3,3%,-11%,-3,1%,11
Cc1cccc(NC(=O)N(Cc2nc3ccccc3c(=O)[nH]2)C2CCCC2)c1,12,2%,-25%,0%,-4,-4%,-13%,1,2%,-2
CN(CC(=O)Nc1ccccc1Cl)C(=O)COC(=O)/C=C/c1cccs1,0,5%,4%,-1%,-4,-16%,13%,6,0%,1
CCN(CC)C(=O)c1cccc2nc3ccccc3nc12,-12,-2%,-1%,5%,4,-15%,-8%,-1,-1%,-3
CS(=O)(=O)N1CCN(c2ccccc2NC(=S)NC(=O)c2ccccc2[N+](=O)[O-])CC1,3,-10%,?,-5%,-2,-2%,5%,2,5%,-6
NC(=O)C1CCN(C(=O)c2cc3c(s2)CCCC3)CC1,17,12%,?,-4%,27,16%,27%,15,1%,-4
Cn1c(-c2cc3ccc(OC(=O)C(C)(C)C)cc3oc2=O)nc2ccccc21,-2,-5%,?,1%,-9,10%,4%,1,2%,17
Cc1ccc(S(=O)(=O)NNC(=O)NC23CC4CC(CC(C4)C2)C3)cc1,22,13%,-2%,0%[46.1 µM],-9,-4%,-4%,?,7%,-6
CCOc1ccc(OCCn2c(=S)[nH]c3c(N)ncnc32)cc1,8,9%,-3%,10%,-3,1%,12%,4,1%,-6

# Part of the list above, set out differently.
# Order of results: KCNH2 3.1 inh	Mito fusion act	ELG1 DNA repair	TCR act	TSHR antagonist	AT treatment	Eya2 inh	TRPV1 agonist	USP2a inh	hERG WT inh
CC1NC(=S)N(Cc2ccccc2)C1=O (stereo not drawn)
  -9	-3%	12%	-1%	1	-2%	1%	-1	0%	-1
O=C(NC1CCCCCC1)c1cc2n(n1)C(C(F)(F)F)CC(c1ccco1)N2 (stereo not drawn)
  -8	1%	-1%	3%	1	-5%	0%[15.4 µM]	10	5%	-2
Cc1cc(OCc2cc(C(=O)N(C)C(C)c3ccccn3)no2)cc(C)c1Cl (stereo not drawn)
  -10	10%	?	0%	-98*	8%	-8%	23	2%	-2

# Further structures follow:
SMILES,KCNH2 3.1 inh,Mito fusion act,ELG1 DNA repair,TCR act,TSHR antagonist,AT treatment,Eya2 inh,TRPV1 agonist,USP2a inh,hERG WT inh
[N-]=C=C1C(=O)NC(=O)C([n+]2ccc(-c3ccncc3)cc2)C1c1ccccc1C(F)(F)F (stereo not drawn),6,-2%,2%,-5%,3,-6%,-4%,3,-3%,-5
COc1ccc(NC(=O)COC(=O)C23CC4CC(CC(O)(C4)C2)C3)cc1Cl,11,/,?,/,/,-12%,-30%,/,6%,-6
CCc1cccc(C)c1NC(=S)N(CCCN1CCN(C)CC1)Cc1cccs1,2,-11%,22%,-1%,33,-2%,2%,-8,-12%,-5
Cc1cc(C)c(C)c(C(=O)CSc2nnc(-c3ccc4[nH]c(C)c(C)c4c3)o2)c1C,-5,1%,16µM*,-2%[46.1 µM],-18,/,3%,0,-1%,7
CN(Cc1ccc(Br)cc1)C(=O)CCN1C(=O)c2cccc([N+](=O)[O-])c2C1=O,5,-8%,?,-8%,-10,0%,-4%,-8,5%,8
CC(Sc1nnc(-c2ccccc2F)n1C)C(=O)NC1CCCCC1 (stereo not drawn),-2,1%,16%,0%,3,9%,-9%,5,3%,-12
Cc1cc(NCc2ccc3c(c2)OCO3)n2nc(C)nc2n1,-9,-5%,4%,-5%[46.1 µM],6,-2%,-9%,4,-4%,4
CCOc1cc(C2C(C#N)=C(N)OC3CCCC(=O)C32)ccc1OCCN1CCOCC1 (stereo not drawn),11,0%,6%,-3%,2,4%,1%,1,-2%,-9
Cc1cccc2c1cnn2C(=O)Nc1ccccc1Br,-8,1%,?,1%,-2,1%,3%,-1,-2%,-1
